Source: PubChem
WRN helicase inh – WRN helicase (human) inhibition; WRN helicase unwinding, fluorescent forked duplex, kinetic; Q14191; Potency, µM (top dose mostly 114 µM), for the others: at the top dose activity change, negative = inhibition, hits mostly inhibitors; 0.46% of 360,000 active; further: potency means the concentration at half of the fitted maximal effect; on the % scale 0 is the no-effect control and ±100 the full control effect; nearly all actives have a fitted effect of over 55% in size
Target sequence (Q14191 whole entry, looked up): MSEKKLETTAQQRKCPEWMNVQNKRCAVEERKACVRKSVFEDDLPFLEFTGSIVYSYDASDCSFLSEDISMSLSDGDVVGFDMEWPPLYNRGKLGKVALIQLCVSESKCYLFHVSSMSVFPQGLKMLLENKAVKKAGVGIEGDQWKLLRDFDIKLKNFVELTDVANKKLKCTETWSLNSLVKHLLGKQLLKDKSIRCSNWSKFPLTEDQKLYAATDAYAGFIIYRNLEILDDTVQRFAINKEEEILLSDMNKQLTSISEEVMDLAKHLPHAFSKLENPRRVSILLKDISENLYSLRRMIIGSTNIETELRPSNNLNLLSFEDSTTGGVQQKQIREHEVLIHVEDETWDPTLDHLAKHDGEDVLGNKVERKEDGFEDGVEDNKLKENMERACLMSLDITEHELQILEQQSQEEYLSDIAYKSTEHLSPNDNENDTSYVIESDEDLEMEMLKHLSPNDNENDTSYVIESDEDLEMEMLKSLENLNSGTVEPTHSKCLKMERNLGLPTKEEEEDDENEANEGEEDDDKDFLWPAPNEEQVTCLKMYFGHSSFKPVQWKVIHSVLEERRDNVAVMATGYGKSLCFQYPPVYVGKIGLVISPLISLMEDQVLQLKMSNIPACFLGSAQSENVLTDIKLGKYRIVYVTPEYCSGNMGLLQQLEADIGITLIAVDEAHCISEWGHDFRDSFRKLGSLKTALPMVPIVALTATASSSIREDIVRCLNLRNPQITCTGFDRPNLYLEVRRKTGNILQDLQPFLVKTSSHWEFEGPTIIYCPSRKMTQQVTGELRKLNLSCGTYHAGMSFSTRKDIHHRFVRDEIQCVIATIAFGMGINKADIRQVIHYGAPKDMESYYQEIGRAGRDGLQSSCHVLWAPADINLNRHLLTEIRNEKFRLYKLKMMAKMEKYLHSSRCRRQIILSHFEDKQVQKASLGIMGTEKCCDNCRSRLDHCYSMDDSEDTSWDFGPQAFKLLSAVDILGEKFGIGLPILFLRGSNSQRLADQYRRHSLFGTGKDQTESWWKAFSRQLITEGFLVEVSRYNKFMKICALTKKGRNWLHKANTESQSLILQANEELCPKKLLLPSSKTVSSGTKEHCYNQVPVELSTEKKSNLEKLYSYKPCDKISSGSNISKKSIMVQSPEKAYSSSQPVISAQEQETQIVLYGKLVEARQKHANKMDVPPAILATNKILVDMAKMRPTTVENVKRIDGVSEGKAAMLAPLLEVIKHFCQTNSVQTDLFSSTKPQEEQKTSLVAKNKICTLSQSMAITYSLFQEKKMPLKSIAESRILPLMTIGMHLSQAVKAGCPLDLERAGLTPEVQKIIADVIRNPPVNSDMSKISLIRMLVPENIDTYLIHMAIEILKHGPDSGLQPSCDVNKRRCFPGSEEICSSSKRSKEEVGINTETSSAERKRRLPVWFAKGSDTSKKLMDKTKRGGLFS
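Fluorescence dequenching readout, ex 525 nm/em 598 nm, kinetic mode: forked duplex DNA (100 nM final) with adjacent fluorophore and quencher unwound by WRN (20 nM final) with 2 mM ATP. Compound preincubation 15 min, room temperature.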
GLP1R ag – agonists of human GLP-1 receptor. P43220. HEK293 GLP-1R CRE-luciferase, luminescence, 4-6 h; cells express a hypersensitive GLP-1R form. Potency, µM (highest dose often 45.6 µM), inactives show at the top dose activation, actives largely listed as activators. 0.007% of 380,000 active; further: potency means the concentration at half of the fitted maximal effect; % of control where 0% means no effect
DRD3 antagonist – blocks the human D3 dopamine receptor. P35462. D3R cells, DiscoveRx beta-arrestin luminescence, antagonist mode; stronger effect = lower value. max response, negative = inhibition, %. 2.5% of 360,000 active. AID 652054; in the data active means max response below about -50%; inconclusive means no clear call, values can overlap the other calls; further: on the % scale 0 is the no-effect control and ±100 the full control effect; mostly tested at two doses, the higher about 12 µM
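Cells plated overnight at 1500 cells/well, then exposed to library compounds with dopamine controls for 90 minutes at 37 degrees C. DiscoveRx reagent added for 30–60 minutes at room temperature; luminescence read, quantitative HTS format.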
GLP1R inv ag – inverse agonists of human GLP-1 receptor. HEK293 GLP-1R CRE-luciferase, luminescence, 24 h; GLP-1R form is constitutively active. 1.6% of 410,000 active. Potency, µM (highest dose often 38.3 µM), without a hit: top-dose activity change, negative = inhibition, most hits filed as inhibitors. AID 624417; further: potency means the concentration at half of the fitted maximal effect; on the % scale 0 is the no-effect control and ±100 the full control effect; nearly all actives have a fitted effect of over 55% in size
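Luminescence readout: a drop in cAMP-driven luciferase signal flags inverse agonism at a constitutively active GLP-1R stably expressed in HEK293. Compound exposure lasted 24 hr at 37 deg C, 5% CO2.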
IL-2 act – activators of IL-2 | 0.065% of 360,000 active | IL-2 activation reporter assay, cell-based qHTS; stimulated with anti-CD3/CD4/CD28 beads; in transgenic mouse T cells | activation, % (series mostly up to about 46 µM); in the data active means activation above about 50%; inconclusive means mostly about 30% to 49%; further: 0% is about no effect
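Screening format: compound pinned onto unstimulated transgenic mouse T cells, 60 min incubation, then anti-CD3/anti-CD4/anti-CD28 bead stimulation for 18 hours at 37 degrees C, followed by EGFP and DsRed detection.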
PI5P4K alpha inh – blocks human PI5P4K alpha kinase activity; P48426; PI5P4Kalpha enzyme, ADP-Glo luminescence, 60 min; stronger effect = lower value; max response, %; 1.2% of 330,000 active; AID 652105; active means max response of -50% or lower; inconclusive means between -30% and -50%; inactive means -30% or higher; further: value at the top dose of about 77 µM; on the % scale 0 is the no-effect control and ±100 the full control effect
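Human PI5P4Kalpha with substrate in 0.038 M HEPES pH 7.4, 0.28 mM EGTA, 0.1% CHAPS, 5% DMSO; reaction started with 5 microM ATP (final), 60 min at room temperature. ADP formed read by ADP-Glo luminescence.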
PLK1 PBD inh – blocks phosphopeptide binding to human PLK1 polo-box domain. P53350. Plk1 PBD binding of FITC phosphopeptide, fluorescence polarization. Potency, µM, for inactives: max response, negative = inhibition, most hits filed as inhibitors. 2.8% of 360,000 active; further: potency means the concentration at half of the fitted maximal effect; series mostly up to about 57 µM; on the % scale 0 is the no-effect control and ±100 the full control effect; nearly all actives have a fitted effect of over 65% in size
DRD3 agonist – agonists of human D3 dopamine receptor | AID 652048 | max activation, % | D3R DiscoveRx beta-arrestin cells, luminescence, 90 min | P35462 | 0.58% of 410,000 active; in the data active means max activation above about 30%; further: 0% is about no effect; mostly tested at two doses, the higher about 12 µM
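Cells at 1500/well, incubated overnight, then treated with pinned compounds (dopamine as control) for 90 min at 37 degrees C. DiscoveRx reagent added for 30 - 60 minutes at room temperature; luminescence read.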
GLP1R cytotox – cytotoxicity in counter-screen for GLP-1R inverse agonists. 0.13% of 410,000 active. HEK293 cAMP-luciferase reporter cells, luminescence, 24 h. Potency, µM (highest dose often 38.3 µM), for the others: at the highest dose activity change, negative = inhibition, most hits filed as inhibitors;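 further: loss of luciferase light is scored as toxicity; potency means the concentration at half of the fitted maximal effect; on the % scale 0 is the no-effect control and ±100 the full control effect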
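Here, cytotoxicity is scored as loss of luminescence. The MLSMR collection was tested on cells seeded in medium containing 10% Nu serum, with a 24 hr compound exposure preceded by 12 hours of culture.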
Starred values were filed as active, the others as inactive; ? = inconclusive; · = no result given; [ ] = remark or other dose. Unless noted, the call rests on the fitted dose curve; in most records, active means well fitted curve in the direction sought with a large enough effect; inconclusive means small, poorly fitted or top-dose-only effect, or another doubt; inactive means no such curve, though single readings can be large; an effect the other way counts as inactive or inconclusive.

Keys: A = WRN helicase inh; B = GLP1R ag; C = DRD3 antagonist; D = GLP1R inv ag; E = IL-2 act; F = PI5P4K alpha inh; G = PLK1 PBD inh; H = DRD3 agonist; I = GLP1R cytotox
structure: NNC(=O)CNC(c1ccccc1)c1cc(Br)ccc1NC(=O)c1cccc(Cl)c1 (centres undefined)
  A = -15%	B = -6%	C = -4	D = ?	E = -0.3	F = 10	G = -1%	H = 4	I = -4%
structure: COc1cccc(-c2nn3c(-c4cc(C)[nH]n4)nnc3s2)c1
  A = -10%	B = 14%	C = 9	D = 107%[activator]	E = -0.8	F = 1	G = 3%	H = 0	I = 0%
structure: Cc1cc(C)c(COCc2cc(/C=N/O)c(C)cc2C)cc1/C=N/O
  A = -13%	B = 18%	C = 6	D = 0%	E = -1.7	F = ·	G = 2%	H = 2	I = 6%
structure: COc1ccc(S(=O)(=O)N(C)C[C@H]2OCc3cn(nn3)CCCC(=O)N([C@@H](C)CO)C[C@@H]2C)cc1
  A = -5%	B = -3%	C = 21	D = 8%	E = -0.2	F = 1	G = ?	H = 6	I = 2%
structure: CCC(C)(C)C(=O)Nc1ncc(S(=O)(=O)c2ccc([N+](=O)[O-])cc2)s1
  A = -2%	B = 0%	C = -4	D = ?	E = -1.8	F = 0	G = -19%	H = -8	I = -10%
structure: CCOc1ccc(S(=O)(=O)Nc2cccc(C(=O)NCCCN3CCCC3=O)c2)cc1
  A = 3%	B = -4%	C = 13	D = -17%	E = 2.6	F = 6	G = 1%	H = 9	I = -8%
structure: CCN(C(=O)c1cc2c(=O)oc3ccccc3c2s1)c1cccc(C(F)(F)F)c1
  A = ·	B = 1%	C = ·	D = 6%	E = ·	F = ·	G = ·	H = 0	I = 0%
structure: CCN1C(C(=O)c2ccccc2)=C(Nc2ccccc2C)c2ccccc2S1(=O)=O
  A = -8%	B = -2%	C = -19	D = ?	E = 0.0	F = 4	G = 4%	H = -6	I = 5%
structure: CN(C)CCNC(=O)c1cccc(-c2cnc3c(NC=O)cc(-c4cccc(F)c4)cn23)c1
  A = ?	B = ?	C = -8	D = ?	E = 0.2	F = -3	G = 0%	H = 1	I = -9%
structure: O=C1CCC(C(=O)N2CCc3ccccc3C2)CN1CCCN1CCOCC1 (centres undefined)
  A = -26%	B = 5%	C = -3	D = 18%	E = -0.9	F = 1	G = 3%	H = 10	I = -1%
structure: Fc1ccccc1N1CCN(Cc2cccnc2)CC1
  A = 0%	B = 1%	C = ?	D = -8%	E = -0.3	F = -1	G = -1%	H = 30	I = 7%
structure: COc1ccccc1-n1nc(C)c(-c2ccccc2)c1N
  A = -1%	B = -1%	C = 8	D = -4%	E = 0.9	F = 1	G = -3%	H = -15	I = -9%
structure: O=C1c2oc3ccc(Cl)cc3c(=O)c2C(c2cccc(Br)c2)N1CCO (centres undefined)
  A = -2%	B = -3%	C = -9	D = -27%	E = 0.8	F = -1	G = ?	H = 6	I = -8%
structure: COc1cc(OC)c2c(c1)OC(c1ccc(OC)c(OC)c1)C(O)C2=O (centres undefined)
  A = 0%	B = -2%	C = 7	D = 24%	E = -2.3	F = -4	G = -10%	H = 3	I = 3%
structure: O=c1c2ccccc2c(C=Nc2ccccc2O)c(O)n1-c1nccs1
  A = -9%	B = -2%	C = 22	D = 3%	E = 64*	F = -9	G = 7%	H = -6	I = -9%

Complete entries, quoted from the list:
Entry for COc1ccc(S(=O)(=O)N(C)C[C@H]2OCc3cn(nn3)CCCC(=O)N([C@@H](C)CO)C[C@@H]2C)cc1 → WRN helicase inh: -5%; GLP1R ag: -3%; DRD3 antagonist: 21; GLP1R inv ag: 8%; IL-2 act: -0.2; PI5P4K alpha inh: 1; PLK1 PBD inh: ?; DRD3 agonist: 6; GLP1R cytotox: 2%
Entry for O=C1c2oc3ccc(Cl)cc3c(=O)c2C(c2cccc(Br)c2)N1CCO (centres undefined) → WRN helicase inh: -2%; GLP1R ag: -3%; DRD3 antagonist: -9; GLP1R inv ag: -27%; IL-2 act: 0.8; PI5P4K alpha inh: -1; PLK1 PBD inh: ?; DRD3 agonist: 6; GLP1R cytotox: -8%

Going on with the list:
Keys: A = WRN helicase inh; B = GLP1R ag; C = DRD3 antagonist; D = GLP1R inv ag; E = IL-2 act; F = PI5P4K alpha inh; G = PLK1 PBD inh; H = DRD3 agonist; I = GLP1R cytotox
structure: C/C(=N\NC(=O)C(O)(c1ccccc1)c1ccccc1)c1ccc(C)o1
  A = 2%	B = 20%	C = 0	D = -31%	E = -2.4	F = -3	G = -2%	H = 6	I = -7%
structure: COc1ccc(C2N(C(C)=O)CCN2S(=O)(=O)c2ccc(C)cc2)cc1 (centres undefined)
  A = -25%	B = -2%	C = -16	D = 12%	E = -2.7	F = -1	G = -12%	H = -6	I = 3%
structure: C/C(CC(=O)Nc1cccc(F)c1)=N\NC(=O)C(=O)NC1CCCCC1
  A = 10%	B = 7%	C = -16	D = 18%	E = -2.2	F = 2	G = -2%	H = 3	I = 1%
structure: COc1cc(CNc2ccc(N3CCOCC3)cc2)cc(Br)c1OC
  A = 0%	B = 9%	C = -13	D = 5%	E = -4.8	F = -2	G = -14%	H = 0	I = 2%
structure: Nc1nonc1OCCOCCOCCOc1nonc1N
  A = 0%	B = -1%	C = -59*	D = -26%	E = -3.0	F = -9	G = -6%	H = -13	I = -15%
structure: CC(C)OCCCn1c(NN)nc2ccccc2c1=O
  A = -10%	B = 6%	C = -17	D = -18%	E = 4.9	F = 22	G = -7%	H = -10	I = -7%
structure: CC(C)(C)CC(=O)Nc1nc(C(N)Cc2ccc(C(F)(F)F)cc2)cs1 (centres undefined)
  A = -5%	B = -4%	C = 0	D = ?	E = -0.8	F = 0	G = -8%	H = -15	I = 3%
structure: Cc1ccc(NC(=O)Cn2nc(C(F)(F)F)c3c2CCCC3)cc1
  A = ·	B = -3%	C = ·	D = ?	E = ·	F = ·	G = ·	H = -7	I = 3%
structure: O=C(C[n+]1cc(-c2ccc(F)cc2)n2c1CCC2)Nc1nc(-c2ccc(F)cc2)cs1
  A = 20%	B = 1%	C = 0	D = 17%	E = 2.8	F = 2	G = -8%	H = -1	I = -2%
structure: COc1ccc(C(=O)CCC(=O)Nc2ccc(N3CCCCC3)cc2)cc1OC
  A = -15%	B = 11%	C = 1	D = 12%	E = -3.7	F = 5	G = -6%	H = -4	I = 4%
structure: COc1ccc(S(=O)(=O)Nc2ccccc2C(=O)NC(C)(C)C)cc1OC
  A = 0%	B = -9%	C = 17	D = -16%	E = -1.0	F = ·	G = -4%	H = 15	I = -8%
structure: CN(C(=O)COC(=O)c1ccc(Br)o1)c1c(N)n(Cc2ccccc2)c(=O)[nH]c1=O
  A = -8%	B = 0%	C = ?	D = 3%	E = -4.0	F = 8	G = 2%	H = 3	I = 12%
structure: Cc1cc(C)cc(N(C(=O)c2csnn2)C(C(=O)NC(C)(C)C)c2cccs2)c1 (centres undefined)
  A = -4%	B = -5%	C = 9	D = -6%	E = -1.6	F = ·	G = -4%	H = 9	I = -3%
structure: NNc1nc(N)c2c(n1)-c1ccccc1CC21CCCC1
  A = -12%	B = 1%	C = -52*	D = ?	E = -2.1	F = -4	G = -27%	H = -22	I = -26%
structure: Cc1nn(Cc2ccc(Cl)cc2)c(C)c1NC(=O)C(c1ccccc1)c1ccccc1
  A = -13%	B = -8%	C = -23	D = ?	E = -2.7	F = 1	G = -3%	H = 5	I = 3%
structure: COCCN(C/C=C/c1ccccc1)C/C=C/c1ccccc1
  A = -31%	B = -25%	C = ?	D = ?	E = -0.1	F = 5	G = -4%	H = -12	I = -2%
structure: O=C1OCc2ccc(NS(=O)(=O)c3ccc(C(F)(F)F)cc3)cc21
  A = -13%	B = -4%	C = -5	D = 14%	E = 1.1	F = 1	G = -8%	H = -3	I = 12%
structure: Nc1cc(OC(=O)c2ccc(F)cc2)nn1S(=O)(=O)c1ccc(F)cc1
  A = 4%	B = ?	C = 5	D = -9%	E = -1.5	F = -10	G = -29%	H = 23	I = -4%
structure: O=[N+]([O-])c1ccccc1NCc1ccc(Cl)cc1
  A = 8%	B = 5%	C = 7	D = 0%	E = -1.0	F = 2	G = 3%	H = -2	I = -20%
structure: CCN1C(=O)/C(=C/c2ccc(OCc3ccc(C(=O)O)cc3)c(Cl)c2)NC1=S
  A = -13%[57.1 µM]	B = 0%	C = 1	D = -22%	E = -0.5	F = ?	G = ?	H = 6	I = 8%
structure: O=C(Nc1ccc(O)cc1)c1ccc(NC(=O)C2CCCO2)cc1 (centres undefined)
  A = -15%	B = 5%	C = -8	D = 3%	E = -4.0	F = -1	G = -8%	H = -9	I = -1%
structure: CC(C)CC(=O)OCc1cn(-c2ccccc2)nn1
  A = 0%	B = -1%	C = 15	D = -2%	E = 2.3	F = 6	G = 3%	H = 1	I = 9%
structure: CCCCOc1cccc(C(=O)NC(=S)Nc2cccc(NC(=O)c3ccccc3Cl)c2)c1
  A = -11%	B = -1%	C = -19	D = 29%	E = -0.1	F = 4	G = 0%	H = -2	I = -20%
structure: CCOC(=O)Nc1ccc(C(=O)c2ccncc2)cc1
  A = 13%	B = -4%	C = 4	D = 4%	E = -0.1	F = 7	G = 8%	H = -9	I = -7%
structure: CCN(CC)C(=O)c1cccc(-c2csc(C(O)c3ccc(F)cc3)n2)c1 (centres undefined)
  A = -2%	B = 7%	C = 3	D = ?	E = -0.6	F = 2	G = -1%	H = 11	I = -8%

Sorted by length of the SMILES (rising): part of the list above.
Keys: A = WRN helicase inh; B = GLP1R ag; C = DRD3 antagonist; D = GLP1R inv ag; E = IL-2 act; F = PI5P4K alpha inh; G = PLK1 PBD inh; H = DRD3 agonist; I = GLP1R cytotox
structure: C/C(CC(=O)Nc1cccc(F)c1)=N\NC(=O)C(=O)NC1CCCCC1
  A = 10%	B = 7%	C = -16	D = 18%	E = -2.2	F = 2	G = -2%	H = 3	I = 1%
structure: CCN(CC)C(=O)c1cccc(-c2csc(C(O)c3ccc(F)cc3)n2)c1 (centres undefined)
  A = -2%	B = 7%	C = 3	D = ?	E = -0.6	F = 2	G = -1%	H = 11	I = -8%
structure: Cc1cc(C)cc(N(C(=O)c2csnn2)C(C(=O)NC(C)(C)C)c2cccs2)c1 (centres undefined)
  A = -4%	B = -5%	C = 9	D = -6%	E = -1.6	F = ·	G = -4%	H = 9	I = -3%

Outcome played no part in choosing rows. About 7.8% of those tested had a hit in this group.
